Assay outcomes: PubChem BioAssay, National Center for Advancing Translational Sciences (NCATS)
IP6K1 inh: Primary qHTS assay for small molecule inhibitors of Inositol hexaphosphate kinase 1 (IP6K1) | activity change, % (series mostly up to about 58 µM) | Inositol hexakisphosphate kinase 1 (Homo sapiens), Q92551 | 140,000 tested, 0.81% active | IP6K1 kinase, ADP-Glo luminescence, 2 h; active compounds read low | AID 1645851, 2021; in the data active = activity change below about -25%
Target sequence (Q92551 whole entry, looked up): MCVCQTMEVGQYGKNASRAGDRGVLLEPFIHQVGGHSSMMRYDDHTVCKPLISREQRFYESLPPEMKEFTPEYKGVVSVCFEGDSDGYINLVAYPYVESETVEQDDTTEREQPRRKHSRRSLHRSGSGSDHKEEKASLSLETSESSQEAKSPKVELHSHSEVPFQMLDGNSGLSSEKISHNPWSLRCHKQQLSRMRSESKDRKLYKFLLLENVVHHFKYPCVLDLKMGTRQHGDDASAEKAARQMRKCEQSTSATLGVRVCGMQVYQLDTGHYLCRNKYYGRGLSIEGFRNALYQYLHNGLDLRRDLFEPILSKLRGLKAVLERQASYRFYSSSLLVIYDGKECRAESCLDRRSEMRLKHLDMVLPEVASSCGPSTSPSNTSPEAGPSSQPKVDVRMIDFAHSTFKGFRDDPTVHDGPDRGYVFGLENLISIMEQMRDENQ
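ADP-Glo luminescence measures ADP made by human IP6K1 during a 2 h RT reaction with ATP/IP6 (mix at 1.3 mM/130 uM); top library doses 57.5 and 19.1 uM final.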
HEK293 tox: Cytotoxic Profiling in HEK 293 Cell Line of Diverse Libraries Using Quantitative High-Throughput Screening. HEK 293 viability, ATP luminescence (CellTiter-Glo), 48-72 h. Potency, µM (highest dose often 115 µM), inactives show top-dose activity change, negative = cytotoxicity, usual class: inhibitors. 94,000 tested, 6.6% active. AID 1345083, 2018; note: potency is the fitted concentration of half-maximal effect; nearly all actives have a fitted effect of over 60% in size
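HEK 293 cells seeded at 250 cells/well were exposed to compound for 48 or 72 hr at 37 degree Celsius. Viability taken as ATP content by CellTiter-Glo luminescence.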
SNCA expr inh: Primary qHTS assay for inhibitors of alpha-synuclein gene (SNCA) expression; 140,000 tested, 0.17% active; HEK-293 SNCA-luciferase knock-in, luminescence, 24 h; AID 1671194, 2021; Potency, µM (doses to about 57.2 µM), for inactives: at the top dose activity change, negative = inhibition, most hits filed as inhibitors;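 note: potency is the fitted concentration of half-maximal effect; plate controls were DMSO cells for no effect and cell-free wells for full effect; nearly all actives have a fitted effect of over 45% in size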
NIH3T3 tox: Cytotoxic Profiling in NIH 3T3 Cell Line of Diverse Libraries Using Quantitative High-Throughput Screening. NIH 3T3 viability, CellTiter-Glo ATP luminescence, 48-72 h. Potency, µM (titrated, usually from 96.7 µM), for inactives: at the highest dose activity change, negative = cytotoxicity, hits mostly inhibitors. AID 1345082, 2018. 94,000 tested, 4.3% active; note: potency is the fitted concentration of half-maximal effect; nearly all actives have a fitted effect of over 55% in size
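Viability of NIH 3T3 cells after 48 or 72 hr compound treatment at 37 °C was assessed by CellTiter-Glo, with luminescence imaged following a 10 min room-temperature step.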
SNCA viab count: GF-AFC viability counterscreen for inhibitors of alpha-synuclein gene (SNCA) expression; HEK-293-SNCA-luc viability, GF-AFC fluorescence, 24 h; Potency, µM (highest dose often 57.1 µM), for the others: at the top dose activity change, negative = cytotoxicity, most hits filed as cytotoxic; 150,000 tested, 0.12% active; AID 1671193, 2021;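 note: potency is the fitted concentration of half-maximal effect; 0% = DMSO-treated cells and -100% = medium-only wells without cells; nearly all actives have a fitted effect of over 30% in size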
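HEK-293-SNCA-luc cells (1500/well) plated 24 h, then exposed 24 h to a dilution series; GF-AFC added 30 min at 37C, fluorescence 405/540 nm; normalised to medium-only and DMSO wells, Hill fit.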
Luciferase inh: Firefly luciferase inhibition profiling of diverse chemical library using quantitative high-throughput screening; Luciferin 4-monooxygenase (Photinus pyralis), P08659; purified P. pyralis luciferase, luminescence, biochemical; Potency, µM (series often up to 115 µM), inactives show at the top dose activity change, negative = inhibition, hits mostly inhibitors; 76,000 tested, 2.5% active; note: potency is the fitted concentration of half-maximal effect; nearly all actives have a fitted effect of over 65% in size
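Luminescence read by CCD imager after adding enzyme (10nM final) to wells holding compound, titrated in qHTS. Substrates 10uM each D-luciferin and ATP; buffer 50mM Tris acetate pH 7.5, 10mM Mg acetate, Tween-20, BSA.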
GPT2 inh: Primary qHTS assay for inhibitors of Glutamate pyruvate transaminase 2 (GPT2) | Alanine aminotransferase 2 (Homo sapiens), Q8TD30 | Recombinant GPT2, coupled pyruvate oxidase/HRP Amplex Red fluorescence | Potency, µM (highest dose often 57.7 µM), for the others: at the top dose activity change, negative = inhibition, most hits filed as inhibitors | 100,000 tested, 0.25% active; note: potency is the fitted concentration of half-maximal effect; nearly all actives have a fitted effect of over 60% in size; many of its hits are not listed in these tables
Target sequence (Q8TD30 whole entry, looked up): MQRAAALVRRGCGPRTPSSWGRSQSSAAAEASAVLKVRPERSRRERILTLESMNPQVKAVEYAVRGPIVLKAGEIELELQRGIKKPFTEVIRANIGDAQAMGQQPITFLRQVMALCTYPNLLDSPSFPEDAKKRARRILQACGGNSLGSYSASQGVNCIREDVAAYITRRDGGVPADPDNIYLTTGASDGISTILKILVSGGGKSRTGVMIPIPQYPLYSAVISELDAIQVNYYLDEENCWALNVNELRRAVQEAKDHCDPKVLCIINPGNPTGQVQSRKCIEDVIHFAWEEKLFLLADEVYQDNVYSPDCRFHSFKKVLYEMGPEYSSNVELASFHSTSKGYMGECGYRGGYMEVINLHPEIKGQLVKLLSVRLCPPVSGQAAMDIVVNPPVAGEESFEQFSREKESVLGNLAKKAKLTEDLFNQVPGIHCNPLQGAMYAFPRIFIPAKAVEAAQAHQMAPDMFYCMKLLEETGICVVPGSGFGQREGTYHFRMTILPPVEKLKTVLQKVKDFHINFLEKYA
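Fluorescence of coupled pyruvate oxidase/HRP/Amplex Red system (50uM Amplex, 30 min, dark) reports pyruvate formed by GPT2. Enzyme reaction: 10ng/uL GPT2, 2mM L-alanine, 250uM a-KG, 30 min room temperature, pH 7.5; 50uM AOA control.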
Starred values were filed as active, the others as inactive; i = inactive; ? = inconclusive; . = not tested or not shown; & = joins results of further samples; [ ] = remark or other dose. Unless noted, calls come from the whole dose curve; as a rule, active = well fitted curve in the direction sought with a large enough effect; inconclusive = small, poorly fitted or top-dose-only effect, or another doubt; inactive = no such curve, though single readings can be large; an effect the other way counts as inactive or inconclusive. Unless noted, % is set by controls: 0 for no effect and ±100 for the full control effect. Not all compounds are listed; the hit share may differ from the screen's.

compound,IP6K1 inh,HEK293 tox,SNCA expr inh,NIH3T3 tox,SNCA viab count,Luciferase inh,GPT2 inh
O=C1NC(=NC2CCCC2)C2(CCN([S+](=O)([O-])c3cccs3)C2)N1c1cc(F)cc(F)c1 (stereo not given),5,-5%,-2%,3%,-13%,.,-15%
CCOC(=O)CSc1nc(-c2ccc(OCC)cc2)cc(C(F)(F)F)c1C#N,1,.,8%,.,5%,.,.
COCC1CN(C(C)=O)CC12CCN(Cc1ccc(Cl)cc1F)CC2 (stereo not given),19,?,7%,-18%,5%,7%,i
COCC(=O)NC1CCC12CCN(Cc1cccc(F)c1)CC2 (stereo not given),-11,4%,-8%,-2%,1%,2%,5%
NC1CCCCN(C(=O)c2ccc(Cn3cccn3)o2)C1 (stereo not given),21,-11%,1%,-7%,-3%,2%,-10%
N#Cc1cccc(-c2cn3c(n2)N(C(=O)CC2CCNCC2)CCC3)c1,12,?,6%,-12%,-1%,?,-11%
CC(C)C1=NOC2(CCN([S+](=O)([O-])c3cccs3)C2)C1 (stereo not given),9,-14%,35%[activator],-5%,2%,.,4%
c1ccc(-c2ccnc3nc(C4CCC4)nn23)cc1,-5,?,18%,-30%,2%,0%,i
Cc1ccc(C)c(Nc2cc(C(=O)NCCCN(C)C3CCCCC3)c3ccccc3n2)c1,-2,.,-7%,.,0%,.,.
COc1ccc(N2CC(C(=O)N3CCC(C(=O)NCc4ccc(C(F)(F)F)cc4)C3)NC2=O)cc1 (stereo not given),3&-1,-5%&-10%,-1%&-15%,-18%&-21%,0%&9%,1%&-1%,-5%&3%
COc1ccc(Cl)cc1NC(=O)CSC1=Nc2ccccc2C2=NC(CCC(=O)NCc3ccco3)C(=O)N12 (stereo not given),-15,.,3%,.,?,.,.
COc1cccc(CNC(=O)c2cc3c(N4CCCC4)nc(C)cn3n2)c1,-16,-19%,-7%,?,1%,-9%,?
Cc1ccc(CNC(=O)C2Cn3cccc3C(=O)N2C)o1 (stereo not given),1,i,-24%,-4%,-4%,6%,-1%
Cc1nn(-c2ccccc2)c2c1C(C(C)C)N(C1CCN(C(=O)c3ccccc3)C1)C2=O (stereo not given),-1,?,.,?,.,.,.
O=C(c1ccco1)N1CCC[C@H]1c1nc(-c2ccc(F)cc2)no1,0,-4%,-2%,2%,-8%,0%,-14%
CC(=O)N1CCC2(CC1)CC(c1ccccc1)=NO2,-7,-9%[230 µM],35%[activator][87.6 µM],i,-1%[87.6 µM],.,-14%[88.5 µM]
COc1cccc(CCC(=O)NCC23CCCC=C2N(C)C(=O)CC3)c1 (stereo not given),-13,-4%,-14%,3%,-3%,8%,i
O=c1[nH]c(C2CCCN(Cc3ccccc3C(F)(F)F)C2)nn1-c1ccc(Cl)cc1 (stereo not given),9,?,-2%,?,12%,-3%,i
CCOC(=O)c1c(C)[nH]c(C)c1S(=O)(=O)N1CCC(C(=O)Nc2ccc(C)c(Cl)c2)CC1,-8,.,27%,.,-13%,.,.
Cc1ccc(-n2c(C3CCN(C(=O)c4ccoc4)CC3)n[nH]c2=O)cc1,-19,-4%,3%,?,4%,-9%,4%
Cc1ccc(-n2nc(C(=O)Nc3ccc(F)cc3Cl)c(=O)n(C)c2=O)cc1,0,.,-3%,.,13%,.,.
CCn1cc(C(=O)NCCCOC)c(=O)c2cc(S(=O)(=O)N3CCc4ccccc4C3)ccc21,-13,.,5%,.,-16%,.,.
COc1cc(CNC(=O)c2nc3cccnc3n(CC(C)C)c2=O)cc(OC)c1,3,-8%,40%[activator],-17%,3%,.,-13%
O=C(C[C@@H]1C[C@H]2O[C@H](CNC3CCC(F)(F)CC3)[C@@H](O)[C@H]2O1)N1CCC(F)(F)C1,-13,i,-2%[87.6 µM],0%[174 µM],-2%[87.6 µM],-7%[172 µM],5%[88.5 µM]
CC1Oc2ccc(NC(=O)Cc3ccc(F)cc3)cc2CN(CCc2ccc(F)cc2)C1=O (stereo not given),-6,?,-14%,?,-26%,-8%,0%
Cc1ccccc1-c1ccnc(-c2nnc(C)n2Cc2ccncc2)c1,-11,?,1%[87.6 µM],-15%[138 µM],7%[87.6 µM],-6%[172 µM],-29%[88.5 µM]
CCN1C(=O)C2(CCN(S(=O)(=O)Cc3ccccc3Cl)CC2)c2ccccc21,12,?,-11%,-10%,-4%,-6%,i
O=C(c1ccc(Cl)cc1)N1CCC(n2cc(-c3nc(-c4ccccc4)no3)nn2)C1 (stereo not given),-16,22µM*,-16%,-55%,?,?,i
O=C(Nc1cc(-c2ccccn2)nn1-c1ccccc1)c1ccccc1,3,-15%,1%,-17%,2%,.,-9%
COc1cccc(S(=O)(=O)N2CCCC(CN3CCOCC3)CC2)c1 (stereo not given),-9,?,24%,-18%,8%,3%,i

Overlap with the part before: four entries; new compounds follow.
compound,IP6K1 inh,HEK293 tox,SNCA expr inh,NIH3T3 tox,SNCA viab count,Luciferase inh,GPT2 inh
CCN1C(=O)C2(CCN(S(=O)(=O)Cc3ccccc3Cl)CC2)c2ccccc21,12,?,-11%,-10%,-4%,-6%,i
O=C(c1ccc(Cl)cc1)N1CCC(n2cc(-c3nc(-c4ccccc4)no3)nn2)C1 (stereo not given),-16,22µM*,-16%,-55%,?,?,i
O=C(Nc1cc(-c2ccccn2)nn1-c1ccccc1)c1ccccc1,3,-15%,1%,-17%,2%,.,-9%
COc1cccc(S(=O)(=O)N2CCCC(CN3CCOCC3)CC2)c1 (stereo not given),-9,?,24%,-18%,8%,3%,i
O=C(NC1CCCC1)NC1CCN(c2nccc(Nc3ccccc3Cl)n2)CC1,-16,?,-14%,?,7%,.,-3%
CC(C)N1CC2CCC(C1)N2Cc1cccc(-c2cccs2)c1,-1,?,6%,?,-5%,.,-13%
Cc1ccc(C(=O)N2CC[C@@H]3CN(S(C)(=O)=O)[C@@H]3C2)cc1C,26,3%,-15%,-10%,-5%[12.5 µM],8%,1%
COCC(=O)N1CCC(N2C(=O)c3c(c(C)nn3-c3ccccc3)C2C)C1 (stereo not given),-3,-16%,.,-25%,.,.,.
Cc1nnc2n1C(C)CN(C(=O)CCCn1cnc3ccccc3c1=O)C2 (stereo not given),6,-3%,3%,-1%,0%,-8%,i
O=C(c1nc2sccn2c1-c1ccc(C(F)(F)F)cc1)N1CCOCC1,14,-13%,21%,-16%,9%,.,-1%
Cc1ccc(CNC(=O)C2CCCN(S(=O)(=O)c3ccc4c(ccn4C)c3)C2)cc1 (stereo not given),-4,.,12%,.,9%,.,.
Cc1cccc(C)c1NC(=O)CN(C)S(=O)(=O)c1ccc2c(c1)n(C)c(=O)c(=O)n2C,-5,.,-11%,.,3%,.,.
O=C(NCc1ccc(C(F)(F)F)cc1)C1CCCN1c1nccc(Nc2ccccc2F)n1 (stereo not given),-8,?,10%,?,-8%[12.5 µM],.,4%
O=C(c1cc(F)ccc1F)N1CCN(c2cc(-c3ccc(Cl)cc3)[nH]n2)CC1,25,35µM*,?,28µM*,-20%,-10%,i
COc1ccc(-c2ccc(C(=O)N3CCC(NC(=O)c4ccc(F)cc4)C3)cc2)nn1 (stereo not given),0,-3%,.,i,.,.,.
CCOc1cccc(CN2C[C@@H](Oc3ccccc3)C[C@@H]2C(=O)NC)c1,32,?,-17%,-15%,6%,7%,1%
COc1ccc(CC(=O)N2CC[C@@H](CC(=O)O)[C@@H](CCN3CCN(c4cccc(C(F)(F)F)c4)CC3)C2)cc1,-5,?,5%,-26%,1%,14%,1%
CSc1ncc(C(=O)Nc2cccc(C)c2C)c(-c2ccccc2)n1,6,.,-2%,.,7%,.,.
O=C(Cc1ccccc1)N1CCCC(c2noc(COc3ccccc3F)n2)C1 (stereo not given),11,?,42%[activator],?,8%,?,i
CC(C)CC(=O)N1CCC2(CC1)NCCc1c2[nH]c2ccccc12,24,?,-4%,-23%,0%[12.5 µM],3%,i
CN(CC1CCOC1)C(=O)Cc1cccc(F)c1 (stereo not given),16,-2%,?,i,4%,-4%,i
O=c1c2c(CO)c(-c3ccccc3)nn2ccn1Cc1cccc(C(F)(F)F)c1,25,?,2%,?,-17%,-2%,-9%
O=C(NC[C@H]1OC[C@@H](NCc2ncc[nH]2)[C@@H]1O)Nc1ccccc1,1,-1%[172 µM],2%[87.6 µM],-18%[174 µM],4%[87.6 µM],-25%[172 µM],5%[88.5 µM]
COc1ccc(-c2csc(=Nc3ccccc3)n2CCO)cc1F,-31*,.,71%[activator],.,-3%,.,.
COc1ccc(CCNC(=O)Cc2c(C)c3cc4c(C)coc4c(C)c3oc2=O)cc1,-14,.,-5%,.,0%,.,.
O=C(NCc1ccccc1)N1CCN2C(=O)N(C3CCCCC3)C[C@H]2C1,-2,-10%[172 µM],1%[87.6 µM],-1%[138 µM],3%[87.6 µM],-9%[172 µM],i
O=C(CCc1conc1-c1ccccc1)N1CCN(c2ccccc2Cl)CC1,3,?,28%,?,5%,9%,i
Cc1noc(C)c1[S+](=O)([O-])N1CCCC1C(=O)N1CCC(c2nc3ccncc3[nH]2)C1 (stereo not given),12,-3%,11%,-1%,3%,.,3%

3 compounds out of the list, sorted by molar mass, high to low:
compound,IP6K1 inh,HEK293 tox,SNCA expr inh,NIH3T3 tox,SNCA viab count,Luciferase inh,GPT2 inh
O=c1[nH]c(C2CCCN(Cc3ccccc3C(F)(F)F)C2)nn1-c1ccc(Cl)cc1 (stereo not given),9,?,-2%,?,12%,-3%,i
O=C(NCc1ccccc1)N1CCN2C(=O)N(C3CCCCC3)C[C@H]2C1,-2,-10%[172 µM],1%[87.6 µM],-1%[138 µM],3%[87.6 µM],-9%[172 µM],i
Cc1ccc(CNC(=O)C2Cn3cccc3C(=O)N2C)o1 (stereo not given),1,i,-24%,-4%,-4%,6%,-1%
